Screening results (PubChem)
SDO1 yeast rescue = restores growth of sdo1-depleted yeast; S. cerevisiae sdo1-depleted JHY4D growth rescue, OD600 30 h; hits give high values; pdr5 snq2 efflux-pump mutant strain; z-score at 10 µM; 140,000 tested, 0.21% active; AID 817;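 active = z-score above 3 at both the 24 hr and the 30 hr optical density reads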;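 note: z-score against mean and SD of all compound wells on the same plate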
INS promoter inh = TRM-6 insulin promoter activity inhibition | TRM-6 cells (human fetal islet line), insulin promoter-eGFP reporter, imaging; reporter expression induced with tamoxifen | inhibition, % at 2 µM | 130,000 tested, 0.9% active;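 active = inhibition above the mean plus 3 SD, with well images judged a real hit on visual review, cut at about 60% in these data, passing the limit was not always enough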
SDO1 yeast rescue Rescue 24 h = further read-out of SDO1 yeast rescue, marked with its call; z-score; S. cerevisiae sdo1-depleted JHY4D growth rescue, OD600; measured here: growth rescue at 24 h;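 0 is the plate mean of compound wells and units are plate SD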
An asterisk follows results filed as active; . = not tested or not shown; & = joins results of further samples.

Second line of a record – SDO1 yeast rescue	SDO1 yeast rescue Rescue 24 h	INS promoter inh
- O=C(CNC(=O)c1ccccn1)N/N=C/c1ccc2c(c1)OCO2
 : .	.	12
- CCC1=NN(C(=O)c2cccc(Br)c2)C(O)(c2ccc(Br)cc2)C1 (configuration not stated)
 : -2	-1.6	20
- COC(=O)CCC(=O)Nc1ccc(Cl)c(Cl)c1
 : -0.13	-0.54	-58
- COc1ccc(C2SCCN2C(=S)Nc2cccc(C(F)(F)F)c2)cc1 (configuration not stated)
 : -2.3	-1.9	-122
- Cc1nnc(-c2cccc(Br)c2)c2cn(-c3ccccc3)nc12
 : -0.6	1.2	-9
- CCC1=C(OC(=O)c2ccccc2)C(C)(C)C(c2ccccc2)OC1=O (configuration not stated)
 : -0.93	0.3	3
- CC1(C(=O)O)CCC(C(=O)Nc2ccccc2O)C1(C)C (configuration not stated)
 : 1.1	0.84	0
- COc1cccc(-c2cc(=O)c3cc(NC(C)=O)ccc3[nH]2)c1
 : 0.45	0.64	18
- CC/C(=C1/C(=O)CC(C)(C)C(C(=O)OC)C1=O)N1CCCC1 (configuration not stated)
 : 0.09	-0.85	22
- CCOC(=O)/C(=C\C=C\c1ccccc1)NC(=O)c1ccccc1
 : 1.2	1.8	9
- CC(=O)Nc1ccc(S(=O)(=O)/N=C2/NC(=O)/C(=C\c3ccco3)S2)cc1
 : .	.	25
- O=C(CN1CCOCCOCCOCC1)Nc1ccccc1
 : -0.14	-0.99	-51
- CC(C)/C=N\NC(=O)CCCCC(=O)N/N=C/C(C)C
 : 1.9	2.7	-13
- CSc1nsc(SCC(=O)Nc2ccc(Br)cn2)n1
 : -0.61	-0.33	5
- CCN(CC)CCN(C(=O)c1ccc(N2C(=O)CCC2=O)cc1)c1nc2cc3c(cc2s1)OCCO3
 : .	.	6
- CC1(C)N=C(N)N=C(N)N1c1ccc(F)cc1F
 : -0.29	-0.94	.
- CN(C(=O)c1ccccc1C(=O)OCC(=O)NCc1ccccc1)C1CCCCC1
 : 0.18	0.02	-22
- Cc1ccc(NC(=O)CCn2cccc2)cc1C
 : 0.76	1	-7
- CC(C)(C)c1ccc(C(=O)Nc2ccc(C=C(C#N)C#N)cc2)cc1
 : 0.66	0.41	9
- Cc1nnc(SCc2cc([N+](=O)[O-])cc3c2OCOC3)n(N)c1=O
 : .	.	9
- CCN(CC)S(=O)(=O)c1ccc(-c2nnc(SCC(=O)Nc3ccc(OC)c(OC)c3)o2)cc1
 : 2.8	3.3	48
- O=C(NNC(=O)C1CCCO1)c1ccc(Br)cc1 (configuration not stated)
 : 0.87	0.47	16
- Cc1cccc2cc(COC(=O)C3CCCCC3)c(=O)[nH]c12
 : -1	-0.52	.
- Cc1cccc(Cn2c(CN3CCN(Cc4ccccc4)CC3)nc3c2c(=O)[nH]c(=O)n3C)c1
 : -0.68	-0.2	.
- CCCCNC(=O)NC1(C(F)(F)F)Oc2ccccc2O1
 : 1.1	0.86	6
- O=C(Oc1ccc2cc(Br)ccc2c1)N1CCCCCC1
 : -0.7	-0.67	-13
- Cc1ccc(CNC(=O)C(=O)NCCC2=CCCCC2)cc1
 : -0.28	-0.2	-40
- CCOc1ccc(OCC)c(NC(=O)C2CCN(S(=O)(=O)c3cccnc3)CC2)c1
 : -0.28	-0.22	1
- O=C(O)c1c(F)c(F)c(F)c(F)c1-c1ccc(Cl)cc1
 : 1.5	1.1	.
- O=Nc1ccc(NOC(=O)c2ccccc2)cc1
 : -1	-1.3	40
- Cc1nc2ccc(Cl)cc2c(-c2ccccc2Cl)c1CC(=O)O
 : -0.39	-0.78	19
- COc1ccc(C(=O)N2CCCN(C)CC2)cc1S(=O)(=O)N1CCCc2ccccc21
 : 1	0.72	-32
- c1ccc(C2COC(c3cccs3)=N2)cc1 (configuration not stated)
 : -0.14	-0.11	.
- O=C(c1cnc(N2CCN(c3ncccn3)CC2)c2ccccc12)N1CCN(c2ccccn2)CC1
 : -1.2	-0.94	.
- CC1(C)C(=O)OC(c2ccco2)C(C)(C)C1=O (configuration not stated)
 : 1.4	0.68	-13
- CC1CCN(S(=O)(=O)c2ccccc2[N+](=O)[O-])CC1
 : 0.85	0.78	-8
- Cc1nn2c(nc1=O)SCC(c1ccccc1)=N2
 : 0.21	-0.36	82*
- CCC(C(=O)Nc1cc(C)on1)c1ccccc1 (configuration not stated)
 : 3	4.8	70*
- COc1ccccc1C(=O)NNC(=O)c1ccc(F)cc1
 : 0.66	1.3	-37
- Cc1ccc(/C=N\NC(=O)c2csnn2)cc1
 : 2.6	1.6	-16
- NC(=O)C(c1ccccc1)C1CCCCC1 (configuration not stated)
 : -0.3	-0.41	25
- Cc1cccc(OCCNc2cc(N3CCN(CCO)CC3)ccc2[N+](=O)[O-])c1
 : -0.81	-0.52	-29
- O=S(=O)(NCc1cc(-c2ccccc2)no1)c1ccccc1Cl
 : .	.	21
- COc1cc(/C(C)=N\NC(N)=S)cc(OC)c1OC
 : 1.1	-0.78	0
- COc1ccccc1CNc1cc(C)ccc1C
 : -0.08	-0.97	21
- COCCNC(=O)c1cccc(NS(=O)(=O)c2cccc3cccnc23)c1
 : 0.83	-0.76	.
- COc1ccccc1NCC(=O)NNCC(=O)Nc1ccc(F)c(Cl)c1
 : .	.	-33
- CC1S/C(=C(\C#N)C(=O)NCc2ccco2)N(c2ccc(F)cc2)C1=O (configuration not stated)
 : 0.29	-0.26	6
- CNC(=O)C(=O)Nc1nc(C23CC4CC(CC(C4)C2)C3)cs1
 : .	.	7
- Nc1nnc(SCC(=O)NC2CCCCC2)s1
 : -0.16	-0.6	0
- CCSc1nc(N)nc(-c2cccs2)c1C#N
 : -2.8	-2	.
- COc1cc(S(=O)(=O)N2CCN(c3ccccc3F)CC2)ccc1Cl
 : -1	-0.65	-42
- CC1(C)N=C(c2ccc(Cl)cc2)C(=O)N1
 : 0.37	0.31	.
- Cc1nn(CC(=O)NCc2cccnc2)c(=O)c2ccccc12
 : 0.83	0.29	-14
- CCCNC(=O)c1ccc(Cn2c(=S)[nH]c3c([nH]c4ccc(OC)cc43)c2=O)cc1
 : -0.67	-0.01	-11
- O=C(O)CCC(=O)N1N=C(c2cccs2)CC1c1cn(-c2ccccc2)nc1-c1ccccc1 (configuration not stated)
 : 0.56	-0.01	61
- CN(C)S(=O)(=O)c1ccc(C(=O)Nc2nnc(-c3ccc4c(c3)CCCC4)o2)cc1
 : -1.8	-0.58	.
- CC(=O)c1c(C)[nH]c(C(=O)CSc2nnc(-c3ccccc3)o2)c1C
 : -0.3	-0.5	3
- COc1cc(-c2nc(S(=O)(=O)c3ccccc3)c(N3CCOCC3)o2)cc(OC)c1OC
 : 1.9	1.9	71
- Fc1cccc(Cc2noc(CN3CCCN(C4Cc5ccccc5C4)CC3)n2)c1
 : .	.	-7

Complete entries from above. Order of values: SDO1 yeast rescue	SDO1 yeast rescue Rescue 24 h	INS promoter inh
Profile of COc1ccccc1CNc1cc(C)ccc1C = -0.08	-0.97	21
Profile of CCSc1nc(N)nc(-c2cccs2)c1C#N = -2.8	-2	.
Profile of CNC(=O)C(=O)Nc1nc(C23CC4CC(CC(C4)C2)C3)cs1 = .	.	7
Profile of CN(C)S(=O)(=O)c1ccc(C(=O)Nc2nnc(-c3ccc4c(c3)CCCC4)o2)cc1 = -1.8	-0.58	.
Profile of Cc1cccc(OCCNc2cc(N3CCN(CCO)CC3)ccc2[N+](=O)[O-])c1 = -0.81	-0.52	-29

The listing picks up with the three entries that preceded the break.
Second line of a record – SDO1 yeast rescue	SDO1 yeast rescue Rescue 24 h	INS promoter inh
- CC(=O)c1c(C)[nH]c(C(=O)CSc2nnc(-c3ccccc3)o2)c1C
 : -0.3	-0.5	3
- COc1cc(-c2nc(S(=O)(=O)c3ccccc3)c(N3CCOCC3)o2)cc(OC)c1OC
 : 1.9	1.9	71
- Fc1cccc(Cc2noc(CN3CCCN(C4Cc5ccccc5C4)CC3)n2)c1
 : .	.	-7
- CCN1CCN(c2nc(C)nc3c2sc(=S)n3C)CC1
 : 0.17	-0.3	.
- Cc1ccc(S(=O)(=O)NCCC(=O)NC2CCCC2)cc1
 : 1.6	1.9	.
- COc1ccc2occ(NC(C)=O)c2c1
 : -0.33	-0.05	4
- CC(=O)NCCc1ccc(S(=O)(=O)N(C)C2CCS(=O)(=O)C2)cc1 (configuration not stated)
 : -0.6	-0.32	17
- CC(C)C1O/C(=N/C(=O)Nc2ccc(Cl)c(Cl)c2)NC1=O (configuration not stated)
 : -1.9	-0.23	.
- O=C(COC(=O)C1CCCO1)Nc1cccc(C(F)(F)F)c1 (configuration not stated)
 : 0.02	-0.07	-231
- CSc1cccc(NC(=O)CN(C)S(=O)(=O)c2ccccc2)c1
 : -1.2	-1.1	-91
- COc1ccccc1N(CC(=O)NCCSC(C)(C)C)S(C)(=O)=O
 : 2.9	3.6	.
- COc1ccc(C(=O)n2cnnc2N)cc1
 : -0.23	-0.95	0
- CCCCN(C(=O)CSc1nnc(Nc2ccccc2)s1)c1c(N)n(CCC)c(=O)[nH]c1=O
 : .	.	57
- COc1ccc(Cc2nnc(NC(=O)c3c(-c4ccccc4)noc3C)s2)cc1OC
 : 0.08	-0.05	.
- CCc1ccccc1NC(=S)N(CCN1CCOCC1)C1CCN(C(C)=O)CC1
 : .	.	31
- C=CCNC(=O)c1onc(CSc2ccc(Cl)cc2)c1C(=O)O
 : 0.8	0.42	35
- COc1ccc(NC(=O)CSc2nnc(Cc3cccn3C)n2-c2ccc(OC)cc2)cc1
 : -0.69	-0.42	.
- CCOc1ccc(-n2c(O)c(/C=N/NC(=O)C3COc4ccccc4O3)c3ccccc3c2=O)cc1 (configuration not stated)
 : 0.62	-0.25	.
- S=C(NCCN1CCOCC1)Nc1ccc(Cl)cc1Cl
 : 0.45	-0.03	8
- OCCn1c(SCCOc2ccccc2F)nc2ccccc21
 : -0.1	1.1	6
- Cn1c(-[n+]2c(-c3ccccc3)cc(-c3ccccc3)cc2-c2ccccc2)nc2c([N+](=O)[O-])cccc21
 : -0.48	-0.19	7
- COCCNC(=O)C1CCN(S(=O)(=O)N2CCC3(CC2)OCCO3)CC1
 : 0.8	0.25	-38
- CCc1ccccc1-n1c(SCC(=O)Nc2ccc3c(c2)OCCO3)nc2[nH]ncc2c1=O
 : 0.46	0.22	.
- O=C(COc1ccccc1)NC(=S)Nc1cccc(NC(=O)c2ccccc2Cl)c1
 : -0.39	0.04	.
- O=C1CNC(=O)/C1=C\c1ccc(O)cc1
 : 1.1	0.29	-8
- CCCc1cc(=O)n2[nH]c(-c3ccc(C)cc3)cc2n1
 : 0.41	0.07	26
- O=C(c1ccccc1)N(Cc1ccc(F)cc1)C1CCS(=O)(=O)C1 (configuration not stated)
 : 0.03	-0.74	.
- Cc1cc(C)c(NC(=O)CSc2ccc(-c3cccnc3)nn2)c(C)c1
 : .	.	50
- O=[N+]([O-])c1c(NCCO)cc(N2CCN(Cc3ccc4c(c3)OCO4)CC2)c2nonc12
 : 0.25	0.28	-59
- Cc1cc(S(=O)(=O)NCc2ccc(S(N)(=O)=O)cc2)c(C)s1
 : 0.18	0.31	.
- Cc1ccc(NC(=O)c2cc(NC(=O)c3ccccc3C(=O)O)ccc2N2CCCCC2)cc1
 : .	.	-6
- O=C(Nc1cccc([N+](=O)[O-])c1)C12CC3CC(C1)CC(n1cnc([N+](=O)[O-])n1)(C3)C2
 : 0.49	0.16	.
- CC(=O)c1cccc(NC(=S)NC(=O)c2ccc(Br)cc2)c1
 : -1.1	-0.36	13
- O=C(O)CSc1c(-c2ccccc2)c2cc(Cl)ccc2[nH]c1=O
 : 0.39	0.11	.
- CCCCn1c(N)c(NCC(C)C)c(=O)[nH]c1=O
 : 0.58	0.14	.
- N#Cc1c(N2CCN(C(=O)c3ccccc3Cl)CC2)nc(-c2ccccc2)c2c1CCCC2
 : -0.03	-0.14	.
- O=S1(=O)CCC(SCc2nc3sccn3c2Br)C1 (configuration not stated)
 : 1.1	1.4	.
- CCOC(=O)c1oc2ccc(S(=O)(=O)N3CCC(C)CC3)cc2c1C
 : -0.18	-0.06	.
- CCN(CC)C(=O)c1sc2c(c1C)c(=O)n(-c1ccc(OC)cc1OC)c(=O)n2CC(=O)c1ccccc1
 : .	.	-7
- CCC(=O)Nc1nc(-c2cc([N+](=O)[O-])cs2)cs1
 : .	.	-136
- c1csc(C2C3=C(Nc4ncnn42)c2ccccc2OC3)c1 (configuration not stated)
 : -0.09	0.06	0
- COc1ccccc1CNC(=O)C(=O)NCC(c1ccco1)N1CCOCC1 (configuration not stated)
 : .	.	22
- C/C(N)=C(/C#N)C(=O)COC(=O)c1cccc(O)c1
 : .	.	-107
- COC(=O)C1=NN[C@H](C(=O)OC)[C@H]1c1ccccc1
 : 0.55	0.18	-39
- O=C(C1CCC(Cn2c(=S)[nH]c3ccccc3c2=O)CC1)N1CCN(c2ccccn2)CC1 (configuration not stated)
 : .	.	0
- CCN(CC)C(=O)c1ccc(S(=O)(=O)NCc2cccnc2)cc1
 : 0.05	-0.78	3
- COC(=O)c1ccc(C(=O)OC)c(NC2=NS(=O)(=O)c3ccccc32)c1
 : -0.23	-0.59	49
- CCn1cc(/C=N\NC(=O)c2cc(-c3ccccc3OC)nc3ccccc23)c(C)n1
 : 0.31	0.31	7
- CCOC(=O)N1CCN(S(=O)(=O)c2ccc(F)c(C(=O)Nc3ccc(C)c(Cl)c3)c2)CC1
 : -1.1	-0.27	11
- NCCOc1ccccc1-c1ccccc1
 : 0.21	0.31	.
- OC1CN=C2CCCc3c2n(c2ccc(Cl)cc32)C1 (configuration not stated)
 : -0.84	-0.21	-156
- CN(Cc1ccccc1)C(=O)NC1CCCCC1
 : 0.82	1.6	-305
- Cc1ccc(CNCC2CCCO2)o1 (configuration not stated)
 : 1.1&-0.4	0.76&-1.2	-39
- Cc1ccc(/C=C/C2=NN(C)C(=O)CC2)cc1
 : .	.	37
